Assay outcomes: PubChem BioAssay, Sanford-Burnham Center for Chemical Genomics
Mdm2-MdmX inh: inhibitors of human Mdm2-MdmX association, primary screen, cell-based, luminescence, split luciferase, SaOS-2, uHTS | SaOS-2 split-luciferase Mdm2/MdmX complementation | inhibition, % at 8 µM | 330,000 compounds, 3% hits;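 active means inhibition of at least 50% at 8 µM in the primary screen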
Target sequence (O15151 whole entry, looked up): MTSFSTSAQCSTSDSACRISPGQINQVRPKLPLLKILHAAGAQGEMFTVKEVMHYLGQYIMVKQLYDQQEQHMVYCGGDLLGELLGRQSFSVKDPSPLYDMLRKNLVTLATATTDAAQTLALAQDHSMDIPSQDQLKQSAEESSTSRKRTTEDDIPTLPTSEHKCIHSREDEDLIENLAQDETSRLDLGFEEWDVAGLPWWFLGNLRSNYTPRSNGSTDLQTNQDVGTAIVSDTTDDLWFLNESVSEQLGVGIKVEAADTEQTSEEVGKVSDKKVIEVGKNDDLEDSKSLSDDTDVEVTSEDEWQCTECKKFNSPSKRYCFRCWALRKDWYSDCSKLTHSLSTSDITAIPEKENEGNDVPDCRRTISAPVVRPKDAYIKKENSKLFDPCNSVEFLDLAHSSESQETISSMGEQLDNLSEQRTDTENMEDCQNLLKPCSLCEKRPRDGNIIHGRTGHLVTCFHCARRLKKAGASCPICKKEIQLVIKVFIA
Target sequence (Q00987 whole entry, looked up): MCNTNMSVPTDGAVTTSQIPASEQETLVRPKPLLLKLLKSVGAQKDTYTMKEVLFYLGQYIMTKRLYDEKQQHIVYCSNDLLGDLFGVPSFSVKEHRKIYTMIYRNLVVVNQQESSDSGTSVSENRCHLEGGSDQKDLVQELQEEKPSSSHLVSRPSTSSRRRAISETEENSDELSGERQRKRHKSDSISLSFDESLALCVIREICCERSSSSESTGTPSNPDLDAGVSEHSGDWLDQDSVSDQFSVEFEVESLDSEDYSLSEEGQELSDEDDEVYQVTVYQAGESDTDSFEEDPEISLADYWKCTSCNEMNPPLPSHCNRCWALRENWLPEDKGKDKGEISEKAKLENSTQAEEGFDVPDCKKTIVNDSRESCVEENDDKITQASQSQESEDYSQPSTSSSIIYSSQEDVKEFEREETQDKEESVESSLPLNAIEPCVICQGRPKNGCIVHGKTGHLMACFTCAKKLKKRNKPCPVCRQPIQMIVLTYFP
UPR XBP1 act: activators of adaptive XBP1 UPR arm, primary screen, cell-based, CHO-XBP1 luciferase reporter, luminescence, uHTS; IRE1-XBP1 UPR activation; percent of tunicamycin response, DMSO as zero; activation, % at 20 µM; 330,000 compounds, 0.33% hits;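 active means versus positive control, 20 µM dose yields 30% or more activation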;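 further: 100% = tunicamycin at 10 µg/mL and 0% = DMSO only wells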
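Material: CHO-XBP1 cells stably carrying IRE1-XBP1-driven luciferase reporter / Amount: 1000 cells per well / Compound: 20 µM, 1% DMSO / Times: 6 h treatment, 37 °C / Detection: luciferase luminescence / Measure: % activation of reporter signal versus tunicamycin and DMSO controls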
UPR CHOP act: activators of apoptotic CHOP UPR arm, primary screen, cell-based, CHO-CHOP luciferase reporter, luminescence, uHTS; UPR activation; percent of tunicamycin response over DMSO baseline; activation, % at 10 µM; 330,000 compounds, 0.34% hits; AID 449763, 2010;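 active means at 10 µM dose, activation of 40% or more, normalized to positive control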;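 further: 100% = tunicamycin at 10 µg/mL and 0% = DMSO alone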
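Dosing – one dose, 10 µM in 0.5% DMSO · System – CHO-CHOP cells, stable luciferase reporter of PERK-eIF2a-CHOP signalling · Input – 500 cells/well · Control set – tunicamycin 10 µg/mL final as positive, DMSO-only wells as negative · Timing – 6 h compound treatment, 37 °C · Measure – % activation vs tunicamycin · Technique – luminescence read with Steady-Glo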
CCR6 antag: CCR6 receptor antagonists, primary screen, cell-based, CHO-K1, luminescence, beta-arrestin, uHTS; CHO-K1 CCR6 PathHunter beta-arrestin, CCL20-stimulated; 340,000 compounds, 0.49% hits; C-C chemokine receptor type 6 (Homo sapiens), P51684; inhibition, % at 20 µM; AID 493098, 2011;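 active means compounds whose inhibition of the agonist-driven luminescence signal at 20 µM reaches about 50%, limit read from the data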;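 further: cells stimulated with CCL20 at 14 nM final; plate controls were DMSO with CCL20 for no effect and DMSO without agonist for full effect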
697 NFkB inh: inhibitors of PMA/ionomycin-induced NF-kB reporter, 697 cells, primary screen, B-cell NF-kB inhibitor project, cell-based, luminescence, uHTS; 697 B-cell NF-kB luciferase reporter, 16 h; inhibition, % at 4 µM; 330,000 compounds, 0.33% hits; AID 435022, 2010; in the data active means inhibition above about 35%
Gli-Sufu block: Gli-Sufu pathway antagonists, primary screen, luciferase luminescence, Sufu-KO-LIGHT cells, uHTS. Sufu-KO-LIGHT fibroblasts, Gli luciferase reporter luminescence. inhibition, % at 5 µM. 340,000 compounds, 0.74% hits;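 active means inhibition above about 55%, limit read from the data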;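 further: 0% = DMSO-treated cells and 100% = wells with medium but no cells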
CXCR6 block: CXCR6 receptor inhibitors, primary screen, cell-based, beta-arrestin, luminescence, CHO-K1 PathHunter, 1536-well. inhibition, % at 20 µM. 360,000 compounds, 0.36% hits. C-X-C chemokine receptor type 6 (Homo sapiens), O00574; in the data active means inhibition above about 34%, passing the limit was not always enough;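 further: antagonist mode with CXCL16 agonist at 10 nM final; 0% = 10 nM CXCL16 with DMSO and 100% = unstimulated wells without agonist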
EBI2 antag: EBI2 receptor antagonists, beta-arrestin recruitment, primary screen, cell-based, luminescence, 7a,25-OHC stimulation, uHTS | G-protein coupled receptor 183 (Homo sapiens), P32249 | 7a,25-OHC stimulated | 360,000 compounds, 0.81% hits | AID 651636, 2012 | inhibition, % at 5 µM; in the data active means inhibition above about 38%;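 further: enzyme fragment complementation signal reports receptor beta-arrestin coupling in cells; 0% = agonist plus DMSO wells and 100% = wells without agonist; some results beyond the cut were filed as inactive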
Jurkat NFkB inh: inhibitors of induced NF-kB luciferase reporter, primary screen, TCR NF-kB activation inhibitor project, cell-based, luminescence, uHTS. Jurkat, PMA/ionomycin-induced NF-kB luciferase reporter. 330,000 compounds, 0.53% hits. AID 435003, 2010. inhibition, % at 4 µM; in the data active means inhibition above about 50%
Starred values were filed as active, the others as inactive; nt = no result given. A portion of the library; the hit share may differ from the screen's.

SMILES	Mdm2-MdmX inh	UPR XBP1 act	UPR CHOP act	CCR6 antag	697 NFkB inh	Gli-Sufu block	CXCR6 block	EBI2 antag	Jurkat NFkB inh
Cc1nc(C)c(C(=O)NN=Cc2ccc(N(CCCl)CCCl)cc2)s1	nt	nt	nt	-1.6	nt	-7.0	-3.7	19.9	nt
COc1ccc(OC)c(CC(=O)O)c1	-24.4	-1.1	-1.1	-3.2	13.1	4.2	0.6	-1.2	-4.4
CC1CCC(C(=O)NC(C(=O)N2CCC3(CC2)OCCO3)C(C)C)CC1 (stereo not drawn)	3.9	-1.5	1.2	-5.8	9.7	-0.4	5.4	6.3	-10.3
Cc1[nH]c2ccccc2c1C(=O)C(=O)N1CC2CC(C1)c1cccc(=O)n1C2 (stereo not drawn)	-1.1	2.0	1.1	2.0	12.5	-25.5	-4.3	-1.3	-6.3
CCCCCn1c(NC(=O)c2ccco2)c(C(=O)OCC)c2nc3ccccc3nc21	33.9	26.0	4.5	38.4	3.5	7.3	-3.9	19.6	12.0
Cc1cc(O)c(CN2CCN(c3ccccc3)CC2)cc1C	-1.4	-4.3	0.1	8.2	-0.1	5.0	-0.5	2.6	-17.8
Cc1ccc(/C=C2\C(=O)NC(=S)N(c3cccc(F)c3)C2=O)o1	29.9	-1.3	0.9	2.3	7.7	4.8	0.4	16.1	-0.2
N#CCCn1cc(C(=O)Nc2ccc([N+](=O)[O-])cc2)c(-c2ccccc2)n1	-7.3	0.2	0.5	7.1	11.0	9.2	17.2	6.3	10.1
C[N+]1(C)CCN(c2ccccc2)CC1	-27.2	-4.6	0.3	14.7	16.2	-1.4	9.6	5.6	10.3
CC(=O)N(C1=NCCCS1)c1ccc(F)cc1	12.3	-0.2	0.7	-9.9	5.9	0.0	-4.3	-21.6	-4.4
NNc1n[nH]c(=S)n1N	9.9	0.6	0.8	3.6	10.2	3.5	4.2	-4.7	0.9
O=[N+]([O-])c1cc([As](=O)(O)O)ccc1O	12.6	-8.1	0.8	-5.5	19.6	1.1	-3.8	-5.4	-5.3
CC(C)[C@H]1C(=O)O[C@@H]2CCN3CC=C(COC(=O)[C@](C)(O)[C@]1(C)O)[C@H]23	10.2	2.4	0.0	5.8	10.6	7.2	-3.2	-9.9	-2.7
Nc1ccc(-c2ccccc2)cc1	nt	nt	nt	6.8	nt	-22.7	3.9	-3.2	nt
Cn1c(O)c(C2=NN(C(=O)CCl)C(c3ccccc3)C2)c(=O)n(C)c1=O (stereo not drawn)	24.4	-4.5	1.0	18.6	11.5	-0.2	2.2	-13.3	9.5
Fc1ccc(CN2CCN(c3ccc(Cl)cc3)CC2)cc1	-27.6	-0.8	-2.1	-3.5	14.7	-7.5	4.3	15.8	8.8
CCCC(C)C1(CC)C(=O)NC(=O)N=C1N (stereo not drawn)	4.2	0.5	-1.8	1.6	-4.7	1.1	1.6	-8.9	-12.8
COC(=O)C1=C(c2ccc(Cl)c(C(F)(F)F)c2)C[C@@H]2CC[C@H]1N2C(=O)NCCOc1ccc(OC)cc1	21.8	-3.9	1.3	24.0	-22.5	26.4	6.0	44.3*	-9.7
O=C(COC(=O)Cc1ccccc1)Nc1ccc(SC(F)F)cc1	-0.3	2.3	-2.8	6.4	5.1	0.6	-0.1	0.3	-15.2
Nc1ccc(Cc2ccc(N)c(Cl)c2)cc1Cl	nt	nt	nt	-0.5	nt	-25.1	4.9	9.3	nt
Cc1ccc2c(c1)C1CN(C)CCC1N2C(=O)CCCN1C(=O)c2cccc3cccc(c23)C1=O (stereo not drawn)	50.8*	1.7	-0.1	21.6	19.6	15.9	0.4	5.3	1.5
CN1C(=O)N(C)C(=O)C2(Cc3cc(N)ccc3N3CCN(c4ccccc4F)CC32)C1=O (stereo not drawn)	11.2	-2.0	-0.9	nt	-19.9	nt	nt	nt	-15.9
Cc1ccc(NC(=S)NCCc2cnc[nH]2)cc1C	9.4	-2.0	1.2	-9.7	1.9	14.0	18.2	3.5	1.2
Cc1ccc(C(=O)Nc2ccc(-n3ccnc3P(=O)(O)c3ccccc3)cc2)cc1	5.2	-2.0	-1.9	-2.4	10.5	2.5	4.5	-4.0	-0.9
CCCCSC1=NN1c1nc(N)nc(C)c1CC	-3.7	-2.8	0.2	-1.9	4.2	1.1	-3.5	0.6	-6.7
The list goes on:
SMILES	Mdm2-MdmX inh	UPR XBP1 act	UPR CHOP act	CCR6 antag	697 NFkB inh	Gli-Sufu block	CXCR6 block	EBI2 antag	Jurkat NFkB inh
COc1ccccc1CCNC1CCC(C(C)(C)C)CC1 (stereo not drawn)	3.0	-0.4	-0.8	7.5	9.0	11.4	6.2	17.8	4.1
O=C(N=Nc1c(O)[nH]c(=O)[nH]c1=O)C1COc2cc3ccccc3cc2O1 (stereo not drawn)	19.9	0.3	-0.9	1.7	19.6	-8.7	0.0	-4.6	-5.9
CN1C(=O)C(=Cc2cn(CC(=O)N3CCCCC3)c3ccccc23)C(=O)N(C)C1=O	-0.7	-0.3	2.7	21.5	7.4	-4.1	16.3	9.1	7.0
CCn1cc(C(=O)c2ccccc2)c2ccccc21	19.0	1.1	-1.7	-1.6	10.6	-6.3	-6.0	-1.5	-8.0
Cc1nn(Cc2ccccc2)c(Cl)c1C(=O)OCC(=O)NCC1CCCO1 (stereo not drawn)	-1.2	-3.4	2.3	11.5	-2.1	-4.3	6.8	1.0	3.1
CCC1(CC(C)c2ccccc2)C(=O)NC(=O)NC1=O (stereo not drawn)	nt	nt	nt	10.5	nt	-6.6	1.1	-1.7	nt
O=c1[nH]c(=O)n(Cc2ccco2)c(O)c1C=NCc1ccc2c(c1)OCO2	-17.2	-1.8	-2.7	2.0	14.8	-6.3	0.9	-9.1	0.1
Cc1nc(SCc2c(Cl)cccc2Cl)nc(OC(=O)N(C)C)c1C	17.0	2.1	-2.3	20.2	-12.1	24.6	9.1	0.9	6.8
COC(=O)c1ccc(NC(=O)CSc2nc3ccc(N4C(=O)C5C6C=CC(C6)C5C4=O)cc3s2)cc1 (stereo not drawn)	69.0*	-1.4	7.2	-25.6	-21.0	17.8	-9.3	-23.1	3.3
COC(=O)C1=C(c2ccc(-c3ccccc3)c(F)c2)C[C@@H]2CC[C@H]1N2C(=O)N1CCC(O)CC1	20.0	-1.9	-1.5	8.6	-19.5	20.4	-2.4	1.0	0.1
CCCn1ncc(CN2CCCC(C(=O)c3cccc(OC)c3)C2)c1C (stereo not drawn)	8.1	-3.2	-0.6	-4.9	10.4	16.0	0.7	-7.8	-18.1
CN1C(=O)C(C)(C2=CCCCC2)C(=O)NC1=S (stereo not drawn)	nt	nt	nt	2.4	nt	-4.8	-0.9	-18.5	nt
CC(C)CCNC(=O)c1cc(C(=O)c2cc(F)ccc2O)cn(CCC(C)C)c1=O	-5.8	-2.8	-1.1	-3.4	17.8	0.6	-12.3	6.4	8.5
CC1CC2(C)C(CCC3C2CCC2(C)C(OP(=O)(N4CC4)N4CC4)CCC32)CC1=O (stereo not drawn)	nt	nt	nt	-1.7	nt	17.4	5.0	0.8	nt
CC(C)OP(=O)(OC(C)C)C(O)c1cccnc1 (stereo not drawn)	32.9	-1.5	0.9	-2.1	1.1	3.8	-11.5	6.3	19.7
O=[N+]([O-])c1cc(F)c(N2CCCC2)cc1Br	1.5	0.0	2.3	6.3	16.8	32.6	0.8	8.8	1.9
Cc1cccc(-n2c(O)c(/C=C3/C(c4ccccc4)=Nc4ccccc43)c(=O)[nH]c2=O)c1	53.6*	-0.6	2.5	25.4	-92.6	-42.0	11.3	2.8	44.9
COc1cccc(CN2CCN(C(=O)COc3ccc4ccccc4c3)CC2)c1	-5.5	1.5	0.8	21.3	-2.7	-1.2	-7.2	94.9*	-12.8
N#CC[N+]1(CCCNP2(=O)C=C(c3ccccc3)OC(c3ccccc3)=C2)CCOCC1	-10.6	-4.6	-1.8	9.4	14.6	-6.1	-2.0	-11.1	15.4
C=CCN1C(=O)NC(=O)/C(=C/C=C/c2ccccc2)C1=O	nt	nt	nt	0.7	nt	-0.8	-22.8	2.9	nt
Cc1noc(C)c1CSCC(=O)Nc1ccc(C#N)c(Cl)c1	4.5	-3.3	0.6	5.5	8.6	4.5	1.8	-4.8	1.7
COc1cc(N2CCOCC2)ccc1/C=C1\C(=O)NC(=O)N(Cc2cccs2)C1=O	-25.0	1.1	2.8	-3.8	15.9	2.9	-3.1	-7.8	-2.6
O=C(O)C1C(C(=O)O)C2(Cl)C(Cl)=C(Cl)C1(Cl)C2(Cl)Cl (stereo not drawn)	31.2	-0.8	2.8	-18.7	27.8	-4.7	-0.4	1.6	4.0
CC1COC2N=C(N[N+](=O)[O-])NC2O1 (stereo not drawn)	-1.8	-2.6	-0.3	2.0	1.2	2.2	-11.9	-15.7	-16.5
Cc1nc2ccc(Cl)cn2c1P(=S)(N1CCOCC1)N1CCOCC1	7.6	2.5	-2.2	-6.3	0.2	-1.0	4.1	5.5	15.9
Next section:
SMILES	Mdm2-MdmX inh	UPR XBP1 act	UPR CHOP act	CCR6 antag	697 NFkB inh	Gli-Sufu block	CXCR6 block	EBI2 antag	Jurkat NFkB inh
Cc1cccc(NC(=O)N2CCCC2)c1	4.1	4.6	-2.3	5.0	-0.3	-11.5	-1.6	-10.2	-9.2
N#Cc1c(/N=C/c2ccc(O)cc2O)sc2c1C1CCN2CC1	-0.3	7.8	5.6	38.5	-41.6	-7.5	8.5	-8.8	-0.9
CC[N+](CC)(CC#CCO)CC#Cc1ccccc1	-18.0	-4.6	-0.5	-2.0	-7.1	-1.6	-4.4	-4.7	-1.1
CN(Cc1ccccc1)C1CCCN(C(=O)COc2ccccc2Cl)C1 (stereo not drawn)	4.0	-1.2	1.2	11.6	1.2	22.2	9.5	10.2	15.6
O=c1[nH]c(=O)n(-c2ccc(Br)cc2)c(O)c1C=NCCN1CCCCC1	23.0	-1.4	-0.7	2.3	-6.2	-1.7	-9.9	-5.7	-21.9
COc1cccc(C2(O)CCSCC2CN(C)C)c1 (stereo not drawn)	6.1	1.4	-1.0	-2.5	-3.5	-1.0	-0.2	-7.2	0.4
